Assay outcomes as filed in PubChem.
TRHR ag: TRH receptor (human) agonism; TRHR cells, calcium flux fluo-8, FDSS agonist mode; activation, % at 2 µM; 0.18% of 360,000 active; AID 493084; in the data active means activation above about 30%; further: 0% is about no effect
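Agonist-mode FDSS calcium read (Ex 480/Em 530, 1 s cycles) in 1536-well TRHR cells with fluo-8 dye, after 10-cycle baseline and 23 nL compound addition; TRH at EC20 (10 nM final) added afterwards for the enhancer phase.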
mIDH1 inhibitor: inhibitors of human mutant IDH1 R132H | Potency, µM (doses to about 76.6 µM), for inactives: top-dose activity change, negative = inhibition, actives largely listed as inhibitors | IDH1-R132H enzyme, NADPH consumption, diaphorase/resazurin fluorescence | 0.093% of 390,000 active; further: potency means the concentration at half of the fitted maximal effect; on the % scale 0 is the no-effect control and ±100 the full control effect; nearly all actives have a fitted effect of over 65% in size
Target sequence (O75874 whole entry R132H, stated change not applied): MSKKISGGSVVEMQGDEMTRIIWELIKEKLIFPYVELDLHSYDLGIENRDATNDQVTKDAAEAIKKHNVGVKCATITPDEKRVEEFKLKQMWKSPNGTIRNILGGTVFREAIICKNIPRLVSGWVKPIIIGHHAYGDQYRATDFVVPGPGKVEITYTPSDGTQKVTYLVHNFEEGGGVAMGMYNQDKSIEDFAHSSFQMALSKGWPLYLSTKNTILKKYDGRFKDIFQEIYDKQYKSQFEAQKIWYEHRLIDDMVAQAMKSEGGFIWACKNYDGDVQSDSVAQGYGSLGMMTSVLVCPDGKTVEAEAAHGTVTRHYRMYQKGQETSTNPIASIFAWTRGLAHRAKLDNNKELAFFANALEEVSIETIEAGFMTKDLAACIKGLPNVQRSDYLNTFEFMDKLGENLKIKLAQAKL
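IDH1-R132H (0.5 ug/mL) preincubated 30 min with compound, then NADPH (0.016 mM) and alpha-KG (2 mM) added; 80 min at RT, pH 7.5. Remaining NADPH coupled via diaphorase/resazurin to fluorescence (540/590 nm); concentration-response curves normalized to no-enzyme control.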
TRHR enhancer: allosteric enhancers of human TRH receptor | P34981 | TRHR cells, fluo-8 calcium fluorescence, EC20 TRH enhancement | enhancement, % at 2 µM | 0.66% of 360,000 active | AID 493056; in the data active means enhancement above about 30%; further: 0% is about no effect
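Enhancer read-out: after compound pinning and an initial kinetic agonist-mode read, an EC20 of TRH (10 nM final) was injected and fluo-8 calcium signal (Ex 480/Em 530) followed at 1 s/cycle for 100 cycles in TRHR-expressing cells.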
USP1-UAF1 inh: inhibitors of human USP1/UAF1 deubiquitinase. recombinant USP1/UAF1, Ub-Rhodamine cleavage fluorescence. Potency, µM (series often up to 57.1 µM), for inactives: at the highest dose activity change, negative = inhibition, usual class: inhibitors. 0.23% of 390,000 active. AID 743255; further: potency means the concentration at half of the fitted maximal effect; on the % scale 0 is the no-effect control and ±100 the full control effect; nearly all actives have a fitted effect of over 60% in size; inactives centre near -12
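High-throughput fluorogenic screen: 1nM USP1/UAF1 complex, Ub-Rho substrate 150nM final, 50mM HEPES pH 7.8 with 0.5mM EDTA, 0.1 mg/ml BSA, 1mM TCEP and 0.01% Tween-20.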
TrxR1 inh: blocks rat thioredoxin reductase 1. O89049. recombinant rTrxR1, NADPH fluorescence consumption, selenite substrate. Potency, µM (top dose mostly 114 µM), without a hit: top-dose activity change, negative = inhibition, hits mostly inhibitors. 1% of 390,000 active. AID 588453; further: potency means the concentration at half of the fitted maximal effect; on the % scale 0 is the no-effect control and ±100 the full control effect; nearly all actives have a fitted effect of over 65% in size
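Rat TrxR1 (90 nM in the dispensed reagent) was pre-reduced with 400 uM NADPH for 5 min at room temperature, then incubated with compound for 15 min. After 400 uM selenite was added, NADPH fluorescence (Ex 340/Em 450 nm) was followed for 8 min.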
D2 antagonist: antagonizes the human D2 dopamine receptor; AID 485344; P14416; HEK293 TREx D2 cells, calcium flux, dopamine EC80; 2% of 340,000 active; inhibition, % at 10 µM; in the data active means inhibition above about 30%; further: 0% is about no effect
Target sequence (P14416 whole entry, looked up): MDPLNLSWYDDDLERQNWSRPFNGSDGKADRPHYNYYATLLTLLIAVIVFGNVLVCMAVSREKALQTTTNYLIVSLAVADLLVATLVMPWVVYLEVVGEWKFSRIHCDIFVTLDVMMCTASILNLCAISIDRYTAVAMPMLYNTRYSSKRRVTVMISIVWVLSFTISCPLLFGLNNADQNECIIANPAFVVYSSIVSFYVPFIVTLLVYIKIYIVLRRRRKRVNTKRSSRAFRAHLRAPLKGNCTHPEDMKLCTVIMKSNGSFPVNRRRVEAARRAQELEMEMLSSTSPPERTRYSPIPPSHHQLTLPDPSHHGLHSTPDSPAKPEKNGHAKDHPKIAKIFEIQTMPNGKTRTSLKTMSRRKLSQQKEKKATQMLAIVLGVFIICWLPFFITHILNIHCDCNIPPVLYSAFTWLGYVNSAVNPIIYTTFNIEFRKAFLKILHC
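In this primary screen, negative modulation is detected by tracking calcium flux after an EC80 dopamine challenge in inducible HEK293 T-REx D2 cells preexposed to test compound for 180 s.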
Pin1 inh: blocks the human prolyl isomerase Pin1 | Pin1 FP peptide displacement, HiFluor488, 10 min | Potency, µM (highest dose often 115 µM), for inactives: top-dose activity, negative = inhibition, most hits filed as inhibitors | 0.009% of 390,000 active | AID 504891; active means well fitted inhibition curve with a large enough effect in the polarisation, with a control signal flat, not every such curve was filed as active; inconclusive means small, poorly fitted or top-dose-only effect, or effect the other way, or a change in a side signal; inactive means no such curve, though single readings can be large or run the other way; the % refers to the polarisation; further: potency means the concentration at half of the fitted maximal effect; on the % scale 0 is the no-effect control and ±100 the full control effect
Target sequence (Q13526 whole entry, looked up): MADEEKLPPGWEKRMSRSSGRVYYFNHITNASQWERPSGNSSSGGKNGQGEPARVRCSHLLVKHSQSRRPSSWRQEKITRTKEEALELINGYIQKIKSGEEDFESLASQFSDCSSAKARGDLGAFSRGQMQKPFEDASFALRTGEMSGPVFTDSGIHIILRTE
TrxR1 substrate: rat thioredoxin reductase 1 substrate activity | O89049 | purified TrxR1 substrate turnover, NADPH consumption readout | Potency, µM (top dose mostly 114 µM), for inactives: at the highest dose activity change, negative = substrate turnover | 0.01% of 390,000 active; further: potency means the concentration at half of the fitted maximal effect; on the % scale 0 is the no-effect control and ±100 the full control effect; nearly all actives have a fitted effect of over 50% in size
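Rat TrxR1, dispensed at 90 nM, was prereduced with 400 uM NADPH (final) for 5 min at ~22 deg C, then incubated with compound 15 min before 400 uM selenite. A first-read NADPH fluorescence drop versus no-compound background flagged substrates.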
D2 ag: activates the human D2 dopamine receptor | activation, % at 2 µM | HEK293 T-REx D2 cells, calcium flux agonist mode | AID 485358 | 0.53% of 340,000 active;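 active means activation over 3 SD above normal in the single-dose calcium agonist read, cut at about 30% in these data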; further: 0% is about no effect
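Tetracycline-induced HEK293 T-REx cells with force-coupled D2 receptor, plated overnight at 30 C, loaded with no-wash calcium dye. After a 10 s baseline, compound was pin-added and calcium flux read kinetically for 180 s; calcium rises flagged agonists.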
An asterisk follows results filed as active; ? = inconclusive; nt = not tested or not shown; & = joins results of further samples; [ ] = another dose, or the depositor's remark. Unless noted, the call rests on the fitted dose curve; in most records, active means well fitted inhibition curve with a large enough effect; inconclusive means small, poorly fitted or top-dose-only effect; inactive means no such curve, though single readings can be large or run the other way.

item | structure | TRHR ag | mIDH1 inhibitor | TRHR enhancer | USP1-UAF1 inh | TrxR1 inh | D2 antagonist | Pin1 inh | TrxR1 substrate | D2 ag
1 | CCOC(=O)CSc1nnc(-c2cccs2)n1-c1ccccc1 | -0.1 | 7.8% | 3.4 | -5.5% | 13.5%[0.457 µM] | -6.9 | 8.0% | -3.5% | -1.0
2 | Cc1ccc2c(c1)NC(=O)c1cccnc1N2 | -0.7 | 4.4% | 1.8 | -10.5% | -12.5% | 6.5 | -9.0% | -2.6% | 0.0
3 | COc1ccc(CCNC(=O)C(=O)NCCC2CCCCN2S(=O)(=O)c2cccs2)cc1 (stereo unspecified) | 0.1 | 7.2% | -3.3 | -16.6% | 7.1% | 1.0 | 2.6% | -2.7% | 0.3
4 | O=C(O)C1CCCN(S(=O)(=O)c2ccc3c(c2)OCCO3)C1 (stereo unspecified) | 1.0 | 7.3% | -3.7 | -8.4% | 15.3%[57.1 µM] | -1.7 | -10.8% | 3.3%[57.1 µM] | -1.3
5 | CCOC(=O)c1ccc(S(=O)(=O)N2CCN(C3CC(=O)N(c4ccccc4C(F)(F)F)C3=O)CC2)cc1 (stereo unspecified) | 0.2 | 5.7% | 0.3 | -13.3% | 20.3% | -8.5 | 18.7% | -0.7% | 0.4
6 | Cc1ccc(C(c2nnnn2Cc2cccs2)N2CCN(Cc3ccc4c(c3)OCO4)CC2)cc1 (stereo unspecified) | 0.3 | 2.7% | 0.5 | -3.5% | -0.2% | 3.7 | 54.5%[activator] | -3.3% | 6.9
7 | O=C(c1ccccc1)c1ccc(CN2C(=O)c3ccccc3C2=O)o1 | -0.6 | 0.8% | -8.9 | -5.5% | 7.9% | nt | 3.6% | -7.7% | nt
8 | COc1ccc(-c2nc(-c3ccccc3)c(-c3cc([N+](=O)[O-])ccc3C)[nH]2)cc1O | 0.2 | -3.0% | -10.5 | -22.0% | 9.7% | 5.0 | -0.6% | -0.2% | 1.3
9 | COC(=O)c1sccc1S(=O)(=O)N1CCCC(N(C)CCc2ccccn2)C1 (stereo unspecified) | 0.2 | 6.2% | 6.6 | -17.2% | 16.2%[57.1 µM] | 5.3 | -8.7% | 11.9%[57.1 µM] | -0.9
10 | COc1ccccc1OC(=O)C1CC(=O)N(c2ccc(Cl)cc2)C1 (stereo unspecified) | -0.3 | 0.7% | 1.9 | -12.9% | 23.1% | 0.3 | -1.4% | 10.6%[57.1 µM] | -2.1
11 | COc1ccc2c(c1)C(NC(C)=O)C(=O)N2C (stereo unspecified) | 0.2 | 5.0% | 0.8 | -21.4% | -7.7% | 9.8 | 2.2% | -7.5% | -0.4
12 | Cc1cc(C(F)(F)F)n2nc(-c3ccc(Br)cc3)cc2n1 | 0.4 | -14.4% | 3.8 | -0.9% | 20.1% | nt | -5.7% | 8.7% | -0.1
13 | CCCOc1ccccc1OCC(=O)Nc1ccc(S(=O)(=O)N2CCCC2)cc1 | 0.9 | 2.0% | -5.3 | -16.4% | -11.4% | 0.2 | 8.0% | -11.4% | -0.9
14 | COc1ccc(NC(=O)c2ccco2)cc1NC(=O)COc1cc(C)ccc1C(C)C | 3.4 | 9.8% | 8.2 | -31.2% | -13.9% | nt | 8.1% | 5.5% | 0.0
15 | C=CCn1c(SC(C)C(=O)NC2(C#N)CCCCC2)nnc1-c1ccc(OC)cc1 (stereo unspecified) | 0.0 | -2.0% | 2.5 | -7.7% | -2.2% | nt | 1.2% | -5.7% | nt
16 | O=C(NCc1cccc(C(F)(F)F)c1)c1ccc[nH]1 | -0.1 | 18.4% | 6.4 | -21.5% | 30.9% | 8.5 | -0.6% | 2.4% | -0.6
17 | CC(OC(=O)Cc1ccc(F)cc1)C(=O)N1CCc2ccccc21 (stereo unspecified) | 0.8 | 11.2% | -2.9 | -21.4% | 12.8% | -8.9 | -6.0% | 2.9% | -0.2
18 | O=C(CSc1nc(-c2ccccc2Cl)ns1)c1ccc(Cl)cc1 | 0.7 | 1.7% | -0.2 | -20.6% | -17.3% | 7.9 | ? | -6.9% | 0.2
19 | C=CCn1c(O)c(N=O)c2ccccc21 | -0.5 | 0.0% | 4.1 | -24.8% | 4.2% | -15.4 | -5.9% | -2.4% | -0.5
20 | CC1=CC2(O)OCCN(CCO)C2=CC1=O (stereo unspecified) | -0.5 | 9.4% | 9.3 | -18.3% | -5.7% | -27.4 | -18.0% | 5.3%[57.1 µM] | -2.1

Given in transposed form: part of the list above.
[18] O=C(CSc1nc(-c2ccccc2Cl)ns1)c1ccc(Cl)cc1
[1] CCOC(=O)CSc1nnc(-c2cccs2)n1-c1ccccc1
screen / no.,18,1
TRHR ag,0.7,-0.1
mIDH1 inhibitor,1.7%,7.8%
TRHR enhancer,-0.2,3.4
USP1-UAF1 inh,-20.6%,-5.5%
TrxR1 inh,-17.3%,13.5%[0.457 µM]
D2 antagonist,7.9,-6.9
Pin1 inh,?,8.0%
TrxR1 substrate,-6.9%,-3.5%
D2 ag,0.2,-1.0

Continued:
item | structure | TRHR ag | mIDH1 inhibitor | TRHR enhancer | USP1-UAF1 inh | TrxR1 inh | D2 antagonist | Pin1 inh | TrxR1 substrate | D2 ag
21 | CC(C)n1cc(CN2CCC(C(=O)Nc3cccc(-c4cscn4)c3)CC2)cn1 | 0.6 | 0.0% | 13.7 | -8.3% | 8.1% | 20.4 | 2.7% | 0.6% | 0.1
22 | CCCCNC(=S)Nc1ccc(F)cc1 | -0.6 | -0.9% | -0.6 | 0.5% | -11.0%[57.1 µM] | -17.0 | -5.8% | -6.0%[57.1 µM] | 0.4
23 | CCN(CC)C(=O)Cn1c(=O)n(-c2ccccc2)c(=O)c2sccc21 | -0.6 | 9.8% | -10.2 | -0.4% | 7.1% | -1.8 | 0.0% | -5.8% | -1.5
24 | O=C(c1cccc(C(F)(F)F)c1)C1CCCN(Cc2ccc(OCCO)cc2)C1 (stereo unspecified) | 1.1 | -0.1% | 16.3 | -19.0% | 15.6%[57.1 µM] | 0.1 | -5.0% | 6.4%[57.1 µM] | 0.0
25 | Cc1ccc(C2CC(=O)Oc3cc(C)c(Br)c(C)c32)cc1 (stereo unspecified) | nt | -0.9% | nt | -26.8% | 17.1% | nt | ? | 1.1% | nt
26 | COC(=O)Cc1ccc(NC(=O)c2ccc(C(C)(C)C)cc2)cc1 | 0.1 | 0.6% | 1.7 | -21.6% | 20.6% | 9.7 | -2.2% | -4.3% | -1.3
27 | Cn1c2ccccc2c2ccc3c(c21)C(=O)C=CC3=O | nt | 23.3µM* | nt | ? | -70.8%[57.1 µM] | nt | 35.4%[activator] | 15.3%[11.4 µM] | nt
28 | O=C(c1ccc2c(c1)OCO2)N1CCN(S(=O)(=O)c2ccc(Br)cc2Cl)CC1 | -0.3 | -6.3% | -7.0 | -27.6% | 28.7% | -3.3 | 2.2% | 3.4% | -0.1
29 | Cn1cnnc1SCc1ccc(C(=O)N=Nc2c(O)n(C)c3ccccc23)cc1 | -0.6 | 2.1% | 1.7 | 3.1% | -5.7% | 2.8 | 4.7% | -9.2% | 1.0
30 | Cc1nn(C)cc1S(=O)(=O)Nc1cccc(Cl)c1 | -0.9 | -1.4% | -0.8 | -7.4% | 13.4% | 14.7 | 3.5% | 2.9% | -1.0
31 | CCCCN(CC)CCCNC(=O)c1sc2nc3n(c(=O)c2c1C)CCCCC3 | -0.3 | 0.0% | -5.3 | -15.2% | 12.1%[11.4 µM] | nt | -0.9% | 1.3%[11.4 µM] | -0.1
32 | CCCCCn1c(=O)[nH]c2cc(C(=O)N3CCN(c4cccc(OC)c4)CC3)ccc2c1=O | -0.4 | -5.5% | 3.6 | -17.1% | -4.4% | nt | 1.2% | -3.9% | 0.2
33 | O=C(C[C@H]1C/C=C\CC[C@H](Cc2ccc(F)cc2)C(=O)OCCNC1=O)NCCO | nt | -4.8% | nt | -20.4% | 9.2%[57.1 µM] | nt | -2.3% | -3.1% | nt
34 | CC(=O)c1ccc(OCC(=O)c2ccc(-c3ccccc3)cc2)cc1 | -0.1 | 7.6% | 14.8 | -17.2% | -4.2% | -4.3 | 0.0% | -7.1% | 0.8
35 | O=c1[nH]cnc2sc3c(c12)CCN(Cc1ccccc1)C3 | 0.5 | -0.2% | -1.0 | ? | ? | 18.1 | ? | 101.1%[activator] | 62.4*
36 | COCCOc1cc(NCc2ccccc2)c2ncn(C(C)C)c2c1 | nt | -3.0% | nt | -21.3% | 6.0% | nt | -0.9% | -5.6% | nt
37 | CCn1nnc2c(=O)oc3ccccc3c21 | 0.3 | 1.2% | -2.0 | -4.9% | 13.0%[57.1 µM] | -12.9 | -1.8% | 5.3%[57.1 µM] | -0.1
38 | CCOc1ccc2c(c1)[nH]c(=S)n2C | -0.2 | 0.0% | 24.7 | -22.3% | ? | 8.1 | 3.1% | -6.8% | -0.3
39 | COc1cccc(CC(=O)n2nc(N)c3cc4ccc(OC)cc4nc32)c1 | -0.3 | 9.6% | -7.4 | ? | 1.8% | 24.7 | ? | -2.0% | -0.1
40 | Cc1cc([N+](=O)[O-])nn1Cc1ccc(F)cc1 | -0.5 | 11.0% | -1.8 | -7.8% | 15.5%[57.1 µM] | -1.0 | 0.6% | 7.4%[57.1 µM] | 7.4
41 | C#CCOc1ccc(C2C(C(=O)OC)=C(C)NC3=C2C(=O)c2ccccc23)cc1OCC (stereo unspecified) | -1.5 | -3.9% | 6.9 | -24.1% | ? | nt | -5.4% | 3.0% | -2.0
42 | CN1C(C)(C)CCCC1(C)C | 0.1 | -8.8% | -4.8 | 7.1% | 6.1%&1.4% | 2.0 | -0.1% | 1.1% | 0.5
43 | O=C1c2ccc3c4c(ccc(c24)C(=O)N1CCCCO)C(=O)N(CCCCO)C3=O | -0.2 | 1.4% | -2.0 | ? | 39.8%[activator] | -10.3 | ? | 3.3% | 0.3
44 | Cc1cc(C(=O)CSc2nnnn2C)c(C)n1CCc1ccc(Cl)cc1 | -0.8 | 2.7% | 11.8 | -17.6% | 1.2% | -20.3 | -3.2% | 0.4% | -1.7

This is a subset; the hit share may differ from the screen's.
